Screening data: PubChem, The Scripps Research Institute Molecular Screening Center
FBW7 activator – human FBW7 E3 ligase activation, primary screen; Q969H0; AlphaScreen FBW7–phospho-cyclin E peptide binding, activator screen; normalized activity (activation), % at 26.1 µM; 0.13% of 650,000 active; in the data active = normalized activity above about 1.9%;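 note: purified mutant Fbw7 with reduced substrate affinity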
TEAD-YAP inh – TEAD-YAP interaction inhibition; HEK-TIYL cells, TEAD-Gal4/YAP UAS-luciferase luminescence; inhibition, % at 9.12 µM; 1.4% of 640,000 active; AID 1259422; in the data active = inhibition above about 32%;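 note: 0% = median of test compound wells and 100% = reference inhibitor wells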
GPR151 ag – human GPR151 activation. 1% of 650,000 active. PathHunter beta-arrestin GPR151 cells, luminescence. Q8TDV0. activation, % at 11.2 µM; in the data active = activation above about 4.9%;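 note: 0% = median of compound wells and 100% = cells with positive control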
Target sequence (Q8TDV0 whole entry, looked up): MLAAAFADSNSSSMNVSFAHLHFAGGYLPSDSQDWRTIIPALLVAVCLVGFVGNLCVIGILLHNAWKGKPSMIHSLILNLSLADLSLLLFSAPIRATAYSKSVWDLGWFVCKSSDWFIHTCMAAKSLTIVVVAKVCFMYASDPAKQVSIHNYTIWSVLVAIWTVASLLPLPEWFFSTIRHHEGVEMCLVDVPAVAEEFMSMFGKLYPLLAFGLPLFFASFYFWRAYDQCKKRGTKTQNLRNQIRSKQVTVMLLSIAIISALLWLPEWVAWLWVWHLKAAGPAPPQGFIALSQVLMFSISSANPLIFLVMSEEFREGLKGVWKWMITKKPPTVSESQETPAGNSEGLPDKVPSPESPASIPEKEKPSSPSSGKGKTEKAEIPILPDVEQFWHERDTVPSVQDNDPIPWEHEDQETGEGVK
MITF inh – blocks human microphthalmia-associated transcription factor; AlphaScreen MITF homodimerization, bead proximity signal; inhibition, % at 2.6 µM; 0.91% of 650,000 active; AID 1259374; in the data active = inhibition above about 50%;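 note: 0% = vehicle wells with protein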
Target sequence (O75030 whole entry, looked up): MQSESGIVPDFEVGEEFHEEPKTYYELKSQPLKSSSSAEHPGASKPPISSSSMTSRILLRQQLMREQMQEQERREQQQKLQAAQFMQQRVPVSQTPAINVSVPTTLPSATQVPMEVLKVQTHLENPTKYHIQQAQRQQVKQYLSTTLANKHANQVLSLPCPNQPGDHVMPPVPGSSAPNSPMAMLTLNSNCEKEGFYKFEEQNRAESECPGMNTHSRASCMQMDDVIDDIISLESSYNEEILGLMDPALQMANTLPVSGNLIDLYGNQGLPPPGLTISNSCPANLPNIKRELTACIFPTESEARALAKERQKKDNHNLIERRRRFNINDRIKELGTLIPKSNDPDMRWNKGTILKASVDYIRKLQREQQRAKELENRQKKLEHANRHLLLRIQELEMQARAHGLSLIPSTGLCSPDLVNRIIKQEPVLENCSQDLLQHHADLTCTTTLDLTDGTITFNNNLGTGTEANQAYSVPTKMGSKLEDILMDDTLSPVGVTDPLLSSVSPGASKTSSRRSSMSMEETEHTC
* marks the source's active call; other numbers are inactive results.

Values run as follows: FBW7 activator, TEAD-YAP inh, GPR151 ag, MITF inh
COc1cc(NC(=O)NCC(c2ccc3c(c2)CCN3C)N2CCCC2)cc(OC)c1 (configuration not stated)
 : -0.4, -2, 2.8, 3
Cc1ccc(S(=O)(=O)Nc2nc3ccccc3nc2Nc2ccc(O)cc2)cc1
 : -0.1, 0, 1.4, 1
O=C1C(=O)N(CCCN2CCOCC2)C(c2ccc(F)cc2)/C1=C(\O)c1ccc(F)cc1 (configuration not stated)
 : 0.1, 0, -0.1, 15
CC(C)N(Cc1nc(-c2ccccc2)no1)C(=O)c1cccc(Br)c1
 : 0.5, -8, -0.6, 11
O=C(CCCc1ccccc1)Nc1cccc(F)c1
 : 0.2, -77, -0.9, -2
CC(C)(CO)CNC(=O)C1CC(Cc2ccc(F)cc2)=NO1 (configuration not stated)
 : -0.1, 1, 0.1, 17
COc1ccc2c(c1)N(C)/C(=c1/s/c(=C3/C(=O)NN=C3C)n(C)c1=O)S2
 : 0.4, -44, 0.3, 6
O=C(/C=C(\O)c1ccccc1)C(F)(F)C(=O)/C=C(\O)c1ccccc1
 : 0.0, -7, 0.8, -2
CCCCCCSc1nnc2c3ccccc3n(C)c2n1
 : -0.1, 1, -0.2, 0
O=C(O)c1ccccc1NS(=O)(=O)c1ccc(Cl)s1
 : 0.1, 6, -0.7, 5
COc1ccc(/C(O)=C2/C(=O)C(=O)N(Cc3cccnc3)C2c2ccc(OC)c(OC)c2)cc1 (configuration not stated)
 : -0.2, -12, 0.3, -2
Cc1ccc(C(=O)NCCn2ccc3ccccc32)cc1
 : 0.0, -59, -0.6, 2
Cc1sc2ncn(CC(=O)NCC(=O)Nc3ccc(Oc4ccc(Cl)cc4)cc3)c(=O)c2c1C
 : 0.0, -7, 0.1, -5
N#Cc1c(N)nc2c(c1N)CC(=O)N2c1ccccc1-c1ccccc1
 : 0.0, -6, 0.7, 4
CCOC(=O)c1ccc(NC(=O)C2CC(=O)N(CC)C(=Nc3ccc(F)cc3)S2)cc1 (configuration not stated)
 : 0.0, -3, -0.8, -25
CCCn1c(=O)c2c(nc3n2CCCN3c2ccccc2)n(C)c1=O
 : 0.1, 7, -2.6, 7
Cc1ccc(C)c(OCC(=O)Nc2cccc(C)n2)c1
 : -0.1, -50, 2.2, -13
COc1ccc(CCNC(=O)c2cc3cc(F)ccc3nc2C)cc1OC
 : 0.3, 19, 0.3, 10
COC(=O)CCN(C(=O)c1ccc(F)cc1)c1ccccn1
 : 0.0, 7, 1.6, 10
COC(=O)c1ccc(Nc2nccc(-c3ccccc3)n2)cc1Cl
 : 0.0, 29, -1.1, -11
CCOC(=O)CCNC(=O)N1CCCC(C(=O)c2ccc(OC)cc2C)C1 (configuration not stated)
 : -0.1, 0, -1.6, -7
COc1ccc(C(C(=O)Nc2ccc3c(c2)OCO3)N(C)C(=O)CNC(C)=O)cc1 (configuration not stated)
 : -0.1, -5, 0.4, -8
Cc1nnc(SCC(=O)Nc2cccc([N+](=O)[O-])c2)s1
 : 0.4, 15, -0.3, 8
CCOc1ccc(NC(=O)c2nnn(-c3cccc(OC)c3)c2C)cc1
 : -0.1, -9, 3.1, 5
Nc1nc(NCCc2ccc(O)cc2)cc(Nc2nccc3ccccc23)n1
 : -0.1, 13, 0.6, 14
Cc1ccc2c(c1)-c1onc(C(=O)Nc3cccc(C#N)c3)c1CO2
 : -0.1, -3, 0.7, 10
O=S1(=O)N=C(N2CCNCC2)c2ccccc21
 : 0.0, -12, 1.0, 6
COc1ccccc1-n1c(CNC(=O)c2ccccc2F)nnc1SC
 : -0.1, -9, -0.3, -5
Cc1cc(NC(=O)C(C)(C)C)n(-c2nc3c(c(=O)[nH]2)CCC3)n1
 : 0.2, 19, -3.0, 23
CCCn1c(=S)[nH]c2cc(C(=O)NCc3ccccn3)ccc2c1=O
 : 0.0, 5, -1.9, 4
N#CC1=C(N)Oc2n[nH]c(-c3ccccc3)c2C1c1ccc(N2CCOCC2)cc1 (configuration not stated)
 : -0.3, -15, -1.1, -6
C#CCOc1ccc(/C=C2/C(=O)ON=C2C)cc1OCC
 : 0.2, 21, -0.6, 28
COc1ccccc1CNC(=O)[C@@H](NC(=O)c1ccc(Cl)cc1)C(C)C
 : 0.1, 0, 4.7, 4
COc1cc(/C=C2/C(=N)N3N=C(C(F)(F)F)SC3=NC2=O)ccc1OCCOc1cc(C)ccc1C
 : 0.0, 5, -0.3, -6
COc1cc2nc(Nc3cnccn3)nc(Nc3ccc(N4CCOCC4)cc3)c2cc1OC
 : 0.1, 30, -0.2, 12
CC(NC(=O)/C(C#N)=C/c1ccc2c(c1)OCO2)C12CC3CC(CC(C3)C1)C2 (configuration not stated)
 : -0.1, 13, -0.2, 10
Cn1c(NCCCO)nc2c1c(=O)n(Cc1ccccc1F)c(=O)n2C
 : -0.1, 1, 1.3, 11
CC(C)C(=O)Nc1cccc(NC(=O)C(=O)/C=C(\O)c2ccc(F)cc2)c1
 : 0.1, -51, -0.7, 27
COc1ccc(C)cc1S(=O)(=O)Nc1ccc2c(c1)CN(C(=O)c1ccccc1)CC2
 : 0.3, 19, -0.5, 10
COc1cc(NC(=O)c2cccc(-c3ccc(N4CCN(C)CC4)cc3)n2)cc(OC)c1OC
 : 0.2, 3, -0.7, -2
O=C(Nc1ccncc1)c1ccccc1CCc1ccccc1
 : -0.1, 4, 0.6, 8
COc1ccc(CSc2nc3ccccc3[nH]2)cc1
 : -0.1, -5, -7.2, -250
CSc1cccc(NC(=O)CC(C)S(=O)(=O)c2ccc3c(c2)CCN3C(C)=O)c1 (configuration not stated)
 : 0.3, 7, 1.0, 3
COc1ccc(-c2cc(C(=O)Nc3ccccc3)ccn2)cn1
 : 0.0, 15, 0.6, -3
Cc1cccc(N(Cc2ccc(Cl)cc2)S(C)(=O)=O)c1
 : 0.8, 8, -1.0, 11
CC(=O)c1ccc(NS(=O)(=O)c2cccc(C(=O)Nc3ccc([N+](=O)[O-])cc3)c2)cc1
 : 0.1, -1, 1.3, 8
COc1cccc(CCNC(=O)Cc2csc(SCc3ccc(F)cc3)n2)c1
 : 0.2, -2, 2.8, 9
CCN(CC(=O)NC1CC2CCC1C2)c1ccccc1 (configuration not stated)
 : 0.0, -4, -0.9, 0
COc1ccc(C(=O)N2CCN(CCNC(=O)C(=O)NCc3ccco3)CC2)cc1
 : 0.0, -9, -1.0, -7
COc1ccc(-c2ccc(SC(C)C(N)=O)nn2)cc1OC (configuration not stated)
 : -0.1, -10, -0.2, 3
NC(=O)c1ccc(-c2nc(NCCCN3CCCC3=O)c3ncn(C4CCCCC4)c3n2)cc1
 : -0.1, 12, 0.5, 14
O=C1c2ccccc2CCC1Sc1nc2sc3c(c2c(=O)n1-c1ccc(Br)cc1)CCC3 (configuration not stated)
 : -0.1, -8, 1.5, -8
Cc1cccc(OCC(=O)Nc2ccc(S(=O)(=O)N3CCC(C)CC3)cc2)c1
 : 0.2, -2, 1.7, 9
CCOC(=O)C1=C(C)NC(=O)CC1c1ccccc1OC (configuration not stated)
 : -0.2, -3, -0.5, -6
Cc1cc2cc(CNC(=O)C34CC5CC(CC(C5)C3)C4)ccc2[nH]1
 : 0.1, 2, 0.6, 11
O=C(NCc1ccc(Cl)cc1)C(=O)N/N=C/c1cccc(Br)c1
 : -0.3, -41, -0.6, -2
CCc1cccc(NC(=O)CN2CC(=O)N3CCCC3C2=O)c1 (configuration not stated)
 : 0.1, -12, 1.7, -7
C/C(N)=C(/C#N)C(=O)CSc1cccc(C(F)(F)F)c1
 : 0.0, -30, 0.9, -11
Cc1cc(C(=O)NCCCN2CCCC2=O)c2c(C)nn(-c3ccccc3Cl)c2n1
 : -0.4, 2, 0.8, 2
CC(C)N(C(=O)COc1ncnc2ccc(Br)cc12)C(C)C
 : 0.8, -3, -0.4, -3

(next part)
Values run as follows: FBW7 activator, TEAD-YAP inh, GPR151 ag, MITF inh
Cc1ccc(C2CC(c3cccc(Br)c3)n3nc(N)nc3N2)cc1 (configuration not stated)
 : -0.1, 1, 0.8, 10
O=C(CN1CCC(O)(c2ccc3c(c2)OCO3)CC1)N1CCOCC1
 : -0.3, 1, 1.4, -3
Cc1cc(C)n(-c2cc(N3CCN(C(=O)c4ccc(F)cc4)CC3)ccc2[N+](=O)[O-])n1
 : -0.1, 1, 0.3, 9
Cc1cc(C)nc(CCNC(=O)c2cc(COc3c(F)cccc3F)on2)n1
 : -0.2, -5, 2.1, -10
COc1ccc(Cl)cc1C(=O)Nc1ccc(NC(=O)c2cccs2)cc1
 : -0.2, 3, -0.9, 13
CC(=O)Nc1ccc(S(=O)(=O)N2CCN(Cc3ccc4c(c3)OCO4)CC2)cc1
 : -0.2, -4, -0.7, -8
CCOC(=O)CNC(=O)c1cn(-c2ccc(C)c(C)c2)c(=O)c2ccccc12
 : -0.2, -4, 1.4, 2
CCCNC(=O)Cn1cnc2sc(C(=O)Nc3ccccc3C(=O)OC)c(C)c2c1=O
 : -0.1, -14, 2.1, -3
COC(=O)C(CCSC)NCC(=O)Nc1sc2c(c1C#N)CCCC2 (configuration not stated)
 : -0.2, 10, 0.0, 42
CCOC(=O)C1=C(COC(=O)CCOc2ccc(OC)cc2)NC(=O)NC1C (configuration not stated)
 : 0.1, -8, 0.6, -7
CC(C)NC(=O)N1CCC(n2nccc2NC(=O)CCOc2ccccc2)CC1
 : -0.1, 7, 1.2, -2
COc1ccc(S(=O)(=O)N(CC(C)C)C2CCS(=O)(=O)C2)cc1C (configuration not stated)
 : -0.1, -11, 1.7, -4
OC1CCN(Cc2c(F)cccc2F)CC1
 : 0.1, 2, 5.9*, -2
CCN(c1ccccc1)c1nnc(NC(=O)Nc2ccc(OC)c(OC)c2)s1
 : 0.2, -1, -1.0, 11
CCSCCOC(=O)C1=C(C)NC2=C(C(=O)CC(C)(C)C2)C1c1cc2c(cc1[N+](=O)[O-])OCO2 (configuration not stated)
 : 0.1, -14, -2.0, 31
O=C1N[C@@H](Cc2cnc[nH]2)C(=O)N2CCN(Cc3ccccc3F)C[C@H]12
 : 0.0, -16, 0.4, -11
CCOC(=O)c1nn(-c2cccc(F)c2)c(=O)c2c(NC(=O)c3ccco3)scc12
 : 0.1, 8, -1.1, 5
O=C(Nc1cc(F)ccc1F)C1CCCN(c2nnc(N3CCCC3=O)s2)C1 (configuration not stated)
 : -0.4, 7, -0.5, 10
NC1=NC(=O)/C(=C/c2ccc(-c3ccccc3Cl)o2)S1
 : 0.3, -22, -0.1, 6
O=C(CSc1nnc(C2CCCCC2)o1)NCc1ccco1
 : 0.1, 4, -1.3, 11

Remaining list, next part.
Structure,FBW7 activator,TEAD-YAP inh,GPR151 ag,MITF inh
O=C1CCCN1CCCNc1cc(Nc2ccncc2)ncn1,0.1,-10,-2.3,15
CC(=O)N1N=C(c2cccc([N+](=O)[O-])c2)OC1c1ccc2c(c1)OCO2 (configuration not stated),1.1,-12,-2.0,17
CCn1ncc(C2=NOC(C(=O)NC3CCCC3)C2)c1C (configuration not stated),1.0,-1,0.0,9
COc1cc(-c2cnn3c(N4CCC[C@H]4CO)ccnc23)cc(OC)c1OC,-0.2,-81,0.7,5
Cc1ccc(Cl)cc1N(C)C(=O)c1sc2ncn(CC(=O)N3CCCCC3C)c(=O)c2c1C (configuration not stated),-0.1,9,-0.6,11
O=C(CN(C(=O)c1ccc(Cl)cc1)N1C(=O)C2C3C=CC(C3)C2C1=O)c1cccs1 (configuration not stated),0.0,-2,-0.4,-7
COc1ccc(NC(=O)c2c(NC(=O)c3cccs3)sc3c2CCC(C)C3)cc1 (configuration not stated),-0.1,-3,0.1,-13
CC(C)(C)C(=O)N1CCC(C(=O)NC(c2ccccc2)c2ccccn2)CC1 (configuration not stated),0.0,-1,-0.5,1

Single records, from the list above. Values in the order: FBW7 activator	TEAD-YAP inh	GPR151 ag	MITF inh
Profile of O=C1CCCN1CCCNc1cc(Nc2ccncc2)ncn1 = 0.1	-10	-2.3	15
Profile of Cc1ccc(Cl)cc1N(C)C(=O)c1sc2ncn(CC(=O)N3CCCCC3C)c(=O)c2c1C (configuration not stated) = -0.1	9	-0.6	11
Profile of O=C(CN(C(=O)c1ccc(Cl)cc1)N1C(=O)C2C3C=CC(C3)C2C1=O)c1cccs1 (configuration not stated) = 0.0	-2	-0.4	-7
Profile of CC(=O)N1N=C(c2cccc([N+](=O)[O-])c2)OC1c1ccc2c(c1)OCO2 (configuration not stated) = 1.1	-12	-2.0	17
Profile of COc1cc(-c2cnn3c(N4CCC[C@H]4CO)ccnc23)cc(OC)c1OC = -0.2	-81	0.7	5

Next section
Structure,FBW7 activator,TEAD-YAP inh,GPR151 ag,MITF inh
O=C1CC(c2cccs2)CC2=C1C(c1c(F)cccc1Cl)Nc1ccccc1N2 (configuration not stated),0.0,2,0.4,-7
CSc1nnc(CSc2nc(C)cc(C)n2)n1-c1ccc(F)cc1,1.2,-4,0.9,19
CN(C(=O)c1ccc([N+](=O)[O-])cc1)C1CCCCC1,-0.1,-6,-0.4,-12
CC1(C)Cc2c(sc(NC(=O)C(C)(C)C)c2C#N)C(C)(C)N1,-0.2,-9,0.0,-12
N#C/C(=C/c1ccc(Cl)cc1Cl)c1nc2ccccc2c(=O)[nH]1,0.8,2,-0.1,13
CCCn1c(=N)c(C(=O)NCC)cc2c(=O)n3cc(C)ccc3nc21,0.0,4,-1.4,-4
COc1ccccc1C(=O)NNc1nc(-c2ccccc2)c2cc(Br)ccc2n1,0.3,0,-0.1,7
COC(=O)c1c(-c2ccc(F)cc2)csc1NC(=O)C1CC=CCC1C(=O)O (configuration not stated),0.1,2,-0.4,2
O=C(Nc1cccc2ccccc12)OCCNS(=O)(=O)c1ccccc1,0.2,5,-1.2,11

As entered above:
Value of `CN(C(=O)c1ccc([N+](=O)[O-])cc1)C1CCCCC1` in FBW7 activator: -0.1
Value of `COc1ccccc1C(=O)NNc1nc(-c2ccccc2)c2cc(Br)ccc2n1` in GPR151 ag: -0.1
